FN deposit inh – inhibitors of fibronectin matrix deposition, primary screen, AH1F cells, Alexa488-fibronectin fluorescence, plate reader; AH1F fibroblasts, overnight; inhibition, % at 12.6 µM; 350,000 compounds, 0.086% hits; AID 743247, 2014;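 active = mean inhibition across replicates of 30% or more, regardless of how many single replicates reach that level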;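 note: positive control wells lacked labelled fibronectin entirely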
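Test system: AH1F fibroblast monolayer depositing Alexa488-labelled fibronectin into matrix. Input: 10000 cells per well. Technique: fluorescence, ex 485 nm, em 525 nm. Buffer or medium: DMEM plus 2% serum, read in PBS. Timing: 1 h cell adhesion before compound, then overnight fibronectin incubation. Compound: single dose, pinned. Read-out basis: inhibition from reduced deposited-fibronectin fluorescence.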
PglD DTNB – C. jejuni PglD acetyltransferase inhibitors, primary screen, biochemical, DTNB colorimetric, single point; inhibition, % at 12.5 µM; 360,000 compounds, 0.098% hits; AID 602405, 2012; purified PglD enzyme, DTNB colorimetric CoA detection; in the data active = inhibition above about 16%, passing the limit was not always enough; note: strong numbers were not always called active
EWS-Fli inh – EWS/Fli-driven NR0B1 reporter inhibitors, primary screen, A673 cells, NR0B1 luciferase, luminescence, MLPCN library; viability-normalised; inhibition, % at 12.6 µM; 350,000 compounds, 0.67% hits; AID 651661, 2012;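 active = mean inhibition of at least 50% after viability correction, with every replicate also passing that limit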;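 note: firefly luciferase signal divided by Alamar Blue viability fluorescence both relative to DMSO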
PGC1a acetyl inh – inhibitors of PGC1a acetylation signal, primary screen, cell-based, U2OS, AlphaScreen, inhibitor mode; inhibition, % at 15.6 µM; AlphaScreen anti-acetyl-lysine; with virally co-expressed GCN5 acetyltransferase; AID 651687, 2012; 350,000 compounds, 0.17% hits;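 active = every replicate shows inhibition of at least 40%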;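 note: 0% = neutral control wells and 100% = positive control wells; some results beyond the cut were filed as inactive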
Active calls of the source: *; . = not tested or not shown.

SMILES	FN deposit inh	PglD DTNB	EWS-Fli inh	PGC1a acetyl inh
Cc1cccc2cc(CN(Cc3cccs3)Cc3nnnn3Cc3ccccc3)c(=O)[nH]c12	0.8	.	.	.
COc1ccc(N(C(=O)Cn2nnc3ccccc32)C2(C(=O)NC3CCCC3)CCCCC2)cc1	-1.3	.	.	.
CCOC(=O)Cn1c(=O)c2c(nc3n2CCN3c2ccc(C)cc2)n(C)c1=O	-4.7	.	.	.
O=C1CCCCn2cc(nn2)COC[C@@H](c2ccccc2)N1	-10.1	.	.	.
C[C@H]1CN(C)C(=O)c2cccc(N(C)C)c2O[C@H]1CN(C)C	4.9	.	.	.
C=CCOc1ccc(C2C(C(=O)c3ccco3)=C(O)C(=O)N2Cc2cccnc2)cc1 (configuration not stated)	6.5	.	.	.
CNC[C@@H]1Oc2c(NC(C)=O)cccc2C(=O)N(C)C[C@H]1C	2.2	.	.	.
COc1ccc(Cl)cc1NC(=O)COc1cccc(-n2cnnn2)c1	2.6	.	.	.
C=C(C)C[C@@H]1CCn2nncc2COCCNC1=O	4.0	.	.	.
OC[C@H]1[C@@H](c2ccccc2)C2(CN(Cc3ccccc3F)C2)N1Cc1ccccc1F	-2.2	.	.	.
CC(C)NC(=O)N(C)C[C@H]1Oc2ccccc2CC(=O)N(C)C[C@H]1C	5.4	.	.	.
Cc1ccccc1CN(c1ccc(C(=O)Nc2ccccc2C(=O)N2CCCC2)cc1)S(C)(=O)=O	3.4	.	.	.
CCCC#Cc1ccc([C@H]2[C@@H](CO)N(C(C)=O)[C@H]2CN(C)S(C)(=O)=O)cc1	-1.5	.	.	.
O=C1CCC(=O)N[C@H](c2ccc(F)cc2)C/C=C\C[C@@H](c2ccc(F)cc2)N1	-3.7	.	.	.
CCS(=O)(=O)N1CC2(CN(Cc3ccc4c(c3)OCO4)[C@@H](CO)c3[nH]c4cc(OC)ccc4c32)C1	-5.7	.	.	.
CC(C)NC(=O)N(C)C[C@@H]1Oc2ccc(N(C)C)cc2C(=O)N(C)C[C@@H]1C	5.4	.	.	.
Cc1c(Cl)cccc1NC(=O)c1ccc(-n2ccnc2)nc1	-34.3	.	.	.
COc1ccc(/C=C/C(=O)Nc2ccc(C)c(S(=O)(=O)N3CCOCC3)c2)cc1	.	-1.1	10.8	.
O=C(c1ccc(S(=O)(=O)Nc2ccccc2F)cc1)N1CCN(c2ccccn2)CC1	.	-3.5	10.9	.
Cc1cccc(C)c1NC(=O)COC(=O)c1cc(S(=O)(=O)Nc2ccc(Cl)cc2)ccc1O	.	-2.5	-1.3	.
c1ccc2cc(OCCN3CCCC3)ccc2c1	.	1.1	.	-8.7
N=c1sccn1CC(=O)Nc1ccc(Cl)c(S(=O)(=O)N2CCOCC2)c1	.	-5.3	.	1.5
CCCCOc1ccc(-c2nnn(CC(=O)Nc3ncc(CC(=O)OCC)s3)n2)cc1	.	2.0	.	-4.3
CCCCOc1cccc(/C=N/NC(=O)c2csc(C)c2C)c1	.	-5.5	.	-2.0

Some of the entries so far, with two lines to a compound:
Below each compound – FN deposit inh | PglD DTNB | EWS-Fli inh | PGC1a acetyl inh
> Cc1cccc2cc(CN(Cc3cccs3)Cc3nnnn3Cc3ccccc3)c(=O)[nH]c12
    0.8 | . | . | .
> COc1ccc(N(C(=O)Cn2nnc3ccccc32)C2(C(=O)NC3CCCC3)CCCCC2)cc1
    -1.3 | . | . | .
> CCOC(=O)Cn1c(=O)c2c(nc3n2CCN3c2ccc(C)cc2)n(C)c1=O
    -4.7 | . | . | .
> O=C1CCCCn2cc(nn2)COC[C@@H](c2ccccc2)N1
    -10.1 | . | . | .
> C[C@H]1CN(C)C(=O)c2cccc(N(C)C)c2O[C@H]1CN(C)C
    4.9 | . | . | .
> C=CCOc1ccc(C2C(C(=O)c3ccco3)=C(O)C(=O)N2Cc2cccnc2)cc1 (configuration not stated)
    6.5 | . | . | .
> CNC[C@@H]1Oc2c(NC(C)=O)cccc2C(=O)N(C)C[C@H]1C
    2.2 | . | . | .
> COc1ccc(Cl)cc1NC(=O)COc1cccc(-n2cnnn2)c1
    2.6 | . | . | .
> C=C(C)C[C@@H]1CCn2nncc2COCCNC1=O
    4.0 | . | . | .
> OC[C@H]1[C@@H](c2ccccc2)C2(CN(Cc3ccccc3F)C2)N1Cc1ccccc1F
    -2.2 | . | . | .
> CC(C)NC(=O)N(C)C[C@H]1Oc2ccccc2CC(=O)N(C)C[C@H]1C
    5.4 | . | . | .
> Cc1ccccc1CN(c1ccc(C(=O)Nc2ccccc2C(=O)N2CCCC2)cc1)S(C)(=O)=O
    3.4 | . | . | .
> CCCC#Cc1ccc([C@H]2[C@@H](CO)N(C(C)=O)[C@H]2CN(C)S(C)(=O)=O)cc1
    -1.5 | . | . | .
> O=C1CCC(=O)N[C@H](c2ccc(F)cc2)C/C=C\C[C@@H](c2ccc(F)cc2)N1
    -3.7 | . | . | .
> CCS(=O)(=O)N1CC2(CN(Cc3ccc4c(c3)OCO4)[C@@H](CO)c3[nH]c4cc(OC)ccc4c32)C1
    -5.7 | . | . | .
> CC(C)NC(=O)N(C)C[C@@H]1Oc2ccc(N(C)C)cc2C(=O)N(C)C[C@@H]1C
    5.4 | . | . | .
> Cc1c(Cl)cccc1NC(=O)c1ccc(-n2ccnc2)nc1
    -34.3 | . | . | .

(more compounds)
SMILES	FN deposit inh	PglD DTNB	EWS-Fli inh	PGC1a acetyl inh
CC(C)Cc1nc(SCC(=O)NCc2ccccc2)n[nH]1	.	3.0	.	-13.2
CCN(CC)CCn1nc(C)nc1-c1ccccc1O	.	-0.1	.	2.7
O=C(Cn1[nH]c(=O)c2ccccc2c1=O)OCC(=O)N(Cc1ccccc1)Cc1ccccc1	.	2.1	.	2.6
Cc1ccc(NS(=O)(=O)c2ccc(NC(=O)c3cccc(NC(=O)C(C)C)c3)cc2)cc1	.	2.3	.	-22.6
COC(=O)c1oc2ccc(Br)cc2c1NC(=O)CN1CCN(C)CC1	.	1.8	.	1.6
CCc1cc2c(=O)n(-c3ccccc3)cnc2s1	.	-4.8	.	30.0
CC1c2[nH]c3ccccc3c2CCN1C(=O)Nc1ccccc1 (configuration not stated)	.	2.0	.	-5.0
CCOC(=O)CNC(=O)CNC(=O)c1ccc(OC)cc1	.	-7.2	.	13.0
COc1cc2c(C(=O)NC3CCCCCC3)cn(C)c(=O)c2cc1OC	.	0.7	.	7.3
Cc1cccc(OCC(O)CNC(=O)c2ccccc2C(=O)O)c1 (configuration not stated)	.	5.0	.	12.4
Cc1cc(C)c2c(CC(=O)Nc3nccs3)coc2c1	.	2.3	.	-1.1
O=C(Nc1cnc2ccccc2c1)N1CCOCC1	.	-1.9	.	0.1
O=C(NCCCN=C1NS(=O)(=O)c2ccccc21)c1ccncc1	.	25.0*	.	4.8
CCCn1c(C)nc2c(c1=O)c1nc3ccccc3nc1n2CCC1=CCCCC1	.	-2.9	.	1.4
COc1ccc(-c2nc(N)ncc2Oc2ccccc2Br)c(O)c1	.	-1.2	.	3.5
CCCn1c(C(C)Nc2nc(-c3ccc(Cl)c([N+](=O)[O-])c3)cs2)nc2cc(Cl)c(N3CCCCC3)cc21 (configuration not stated)	.	1.2	.	12.0
COc1ccc(S(=O)(=O)Cc2ccc(C(=O)N3CCN(C4CCCCC4)CC3)o2)cc1	.	-2.2	.	-1.7
CCc1nc(NCCCn2ccnc2)c2oc3ccccc3c2n1	.	-1.5	.	-0.1
Cc1nn(-c2ccccn2)c2c1C(=O)C(Br)CC2 (configuration not stated)	.	-1.5	.	-1.1
COc1ccc(-c2nnc(SC(=O)N3c4ccccc4Sc4ccccc43)o2)cc1	.	3.2	.	11.3
Cc1ccc(N2CCCCn3c2nc2c3c(=O)[nH]c(=O)n2C)cc1	.	0.9	.	4.7
Cc1cccnc1Nc1nc(-c2ccc(O)cc2)cs1	.	4.7	.	4.8
CCCCS(=O)(=O)Nc1ccc(C(=O)NCC2CCCO2)cc1 (configuration not stated)	.	-6.1	.	-13.3
CCCCOc1ccc(C(=O)N(Cc2ccco2)C2CCS(=O)(=O)C2)cc1 (configuration not stated)	.	-3.7	.	-3.4
Cc1cc(NC(=O)c2ccco2)ccc1NC(=O)Cc1cccs1	.	-1.6	.	1.7
COc1ccccc1NC(=O)c1ccc(NC(=O)CSc2nnnn2C)cc1	.	3.5	.	-27.0
C/C(=N/NC(=O)c1ccc(NC(=O)c2ccc(F)cc2)cc1)c1ccccc1	.	3.3	.	3.2
CCOC(=O)c1c(NC(=O)CSc2nnnn2-c2ccc3c(c2)OCO3)sc(C)c1C	.	1.4	.	21.1
O=C(O)c1ccccc1-c1ccc(/C=c2\sc3nc4cc(Br)cnc4n3c2=O)o1	.	-1.7	.	28.0
CC(=O)c1cccc(NC(=O)Nc2cccnc2)c1	.	-2.0	.	50.3*
Cn1ncc(N=Cc2c(O)ccc3ccccc23)c1C(=O)N1CCOCC1	.	-3.3	.	-0.5
CCn1c(C)nc2cc(S(=O)(=O)N3CCCC3)ccc21	.	1.4	.	-7.3
O=C(/C=C/c1ccc(OCCCF)cc1)NCc1cccc(Cl)c1	.	-2.7	.	-1.0
COc1ccccc1N(CC(=O)Nc1ccc2c(c1)OCCO2)S(C)(=O)=O	.	1.5	.	-4.8
CC1(C)Cc2c(sc3c2c(=N)n(Cc2ccco2)c(=O)n3Cc2ccccc2)CO1	.	1.3	.	0.5
O=C(Cc1coc(-c2ccc(F)cc2)n1)NCc1ccccc1	.	-5.8	.	9.7
CN(CCCNC(=O)C1CCN(S(=O)(=O)c2cccc3nsnc23)CC1)Cc1ccccc1	.	0.4	.	-0.2
CCOC(=O)C1CCCN(c2ncnc3c2cnn3-c2cccc(C)c2)C1 (configuration not stated)	.	-2.9	.	-0.8
CCOC(=O)CNC(=O)CSc1nnnn1-c1ccc(C)c(C)c1	.	-4.1	.	-1.5
Cc1cc(C)n(C(=O)CCCCCCCC(=O)n2nc(C)cc2C)n1	.	0.8	.	8.6
CCCCOCCCNC(=O)c1cccs1	.	1.6	.	9.1
CCn1nnnc1SCC(=O)Nc1cc(OC)cc(OC)c1	.	-3.0	.	-10.0
COC(=O)Nc1nnc(Cc2ccccc2)s1	.	-1.6	.	3.9
CC1(C)CC(N(Cc2ccco2)C(=O)Cc2ccccc2)CCO1 (configuration not stated)	.	4.3	.	-5.2
O=C(CNc1ccccc1)N/N=C/c1cc([N+](=O)[O-])ccc1N1CCCC1	.	3.2	.	-23.8
C=CCNC(=O)c1cccn1-c1ccsc1C(=O)OC	.	1.8	.	5.2
COc1cc(C)c(S(=O)(=O)N2CCN(C)CC2)cc1C	.	1.7	.	-3.4
CN(C1CCS(=O)(=O)C1)S(=O)(=O)c1cccc2nsnc12 (configuration not stated)	.	-3.0	.	-3.7
COc1ccc(NC(=O)c2sc(=S)[nH]c2N)cc1	.	6.9	.	-6.6
C=CCn1c(CNc2ccccc2)nnc1SCC(=O)N/N=C/c1ccc(O)cc1O	.	0.6	.	0.4
CCOc1ccc(NC(=O)Nc2ccc3nccnc3c2)cc1	.	4.9	.	1.3
Cc1cccc(C(=O)N2CCCN(C(=O)c3cccc(C)c3)CC2)c1	.	5.4	.	-1.1
Cc1cccc(OCc2nnc(SCc3cc(=O)n4cc(Br)ccc4n3)o2)c1	.	3.6	.	0.0
CCn1c(NC(=O)c2ccccc2)c(-c2cccs2)c(=O)c2ccccc21	.	-2.7	.	-10.6
O=c1c2ccccc2nnn1Cc1ccccn1	.	-0.8	.	-0.9
COc1ccc(-c2nc(C#N)c(NCc3ccc(F)cc3)o2)cc1OC	.	-1.4	.	-7.0
Cc1ccc(Sc2cc(Cl)nc(N)n2)cc1	.	0.6	.	-12.8
C=CCN1C(=O)C(Cc2ccc(OC)cc2)S/C1=N/N=C/c1ccco1 (configuration not stated)	.	-3.1	.	3.2
O=C(CSc1nnc(-c2ccccc2)n1C1CCCCC1)Nc1ccc(S(=O)(=O)Nc2ccccn2)cc1	.	-0.1	.	11.4
CCCn1c(C)cc(C(=O)COC(=O)c2ccc(Cl)c(S(=O)(=O)N3CCCC3)c2)c1C	.	-5.2	.	5.7
Continued:
SMILES	FN deposit inh	PglD DTNB	EWS-Fli inh	PGC1a acetyl inh
COc1ccc(CC(=O)OCc2cc3ccc(C)cc3[nH]c2=O)cc1	.	5.4	.	1.7
O=C(Nc1cnn(Cc2ccc(F)cc2)c1)c1cc2nc(-c3ccco3)cc(C(F)(F)F)n2n1	.	-0.5	.	5.0
Cc1nc(-c2cn[nH]c2)c2cc(C)oc2n1	.	-3.4	.	8.8
CCN(CC)c1ccc2c(c1)oc(=O)c1c(Cl)cc(=O)oc12	.	-2.7	.	14.4
CCC(NC(=O)Nc1ccc(O)cc1)(C(F)(F)F)C(F)(F)F	.	-2.1	.	-21.5
CC1=CC(C)(C)N(C(=O)CSc2nccn2C)c2cc(C)ccc21	.	0.3	.	0.8
CCc1nnc(NC(=O)CSc2nc3c(c(=O)n2-c2ccccc2OC)SCC3)s1	.	5.3	.	-11.6
CCN1/C(=C/C(C)=O)Sc2ccc(OC)cc21	.	3.8	.	-0.3
CCOc1ccccc1N(CC(=O)NC1CCCCC1)C(=O)CNC(=O)c1ccco1	.	-2.1	.	-12.9

Assay outcomes deposited in PubChem BioAssay by Broad Institute.

The list is partial; rates above refer to the full screens.
